# Screening results (PubChem)
# CHRM4 antagonist = blocks acetylcholine activation of human M4 receptor; P08173; CHO-hM4 cells, ACh EC80, Fluo-8 calcium fluorescence; inhibition, % at 3 µM; 360,000 tested, 0.73% active; AID 624125;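 active means inhibition above its plate's cutoff, the mean inhibition of sample wells plus 3 SD, cut at about 27% in these data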;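 further: 0% = acetylcholine EC80 with DMSO and 100% = DMSO without agonist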
# Target sequence (P08173 whole entry, looked up): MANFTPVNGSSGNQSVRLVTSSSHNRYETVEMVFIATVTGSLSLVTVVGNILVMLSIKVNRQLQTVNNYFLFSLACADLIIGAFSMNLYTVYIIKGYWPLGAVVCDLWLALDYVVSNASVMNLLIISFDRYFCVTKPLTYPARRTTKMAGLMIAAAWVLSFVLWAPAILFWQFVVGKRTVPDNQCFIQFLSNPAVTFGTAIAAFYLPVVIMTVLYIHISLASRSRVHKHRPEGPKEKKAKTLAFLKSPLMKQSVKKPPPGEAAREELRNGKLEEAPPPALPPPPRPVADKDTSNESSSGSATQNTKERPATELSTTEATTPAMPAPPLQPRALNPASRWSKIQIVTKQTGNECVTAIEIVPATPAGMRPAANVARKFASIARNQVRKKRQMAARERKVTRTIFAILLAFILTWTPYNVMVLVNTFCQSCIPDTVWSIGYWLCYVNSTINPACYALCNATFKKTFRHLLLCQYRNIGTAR
# CHRM4 agonist = CHRM4 agonism in calcium assay. P08173. CHO-K1 hM4/Gqi5, Fluo-8 calcium fluorescence; vehicle 0%, full acetylcholine response 100%. activation, % at 3 µM. 360,000 tested, 0.14% active;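 active means activation above the run mean over all test wells plus 3 SD, cut at about 32% in these data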;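 further: peak over basal fluorescence ratio per well then scaled between controls; 0% = DMSO wells and 100% = acetylcholine at EC100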
# CHRM5 antagonist = blocks acetylcholine activation of human M5 receptor. CHO-hM5 cells, Fluo-8 calcium fluorescence, ACh EC80. P08912. 360,000 tested, 0.59% active. inhibition, % at 3 µM;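 active means inhibition above a per-plate cutoff, the mean of that plate's test compounds plus 3 SD, cut at about 27% in these data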;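 further: 0% = acetylcholine EC80 with DMSO and 100% = DMSO without agonist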
# Target sequence (P08912 whole entry, looked up): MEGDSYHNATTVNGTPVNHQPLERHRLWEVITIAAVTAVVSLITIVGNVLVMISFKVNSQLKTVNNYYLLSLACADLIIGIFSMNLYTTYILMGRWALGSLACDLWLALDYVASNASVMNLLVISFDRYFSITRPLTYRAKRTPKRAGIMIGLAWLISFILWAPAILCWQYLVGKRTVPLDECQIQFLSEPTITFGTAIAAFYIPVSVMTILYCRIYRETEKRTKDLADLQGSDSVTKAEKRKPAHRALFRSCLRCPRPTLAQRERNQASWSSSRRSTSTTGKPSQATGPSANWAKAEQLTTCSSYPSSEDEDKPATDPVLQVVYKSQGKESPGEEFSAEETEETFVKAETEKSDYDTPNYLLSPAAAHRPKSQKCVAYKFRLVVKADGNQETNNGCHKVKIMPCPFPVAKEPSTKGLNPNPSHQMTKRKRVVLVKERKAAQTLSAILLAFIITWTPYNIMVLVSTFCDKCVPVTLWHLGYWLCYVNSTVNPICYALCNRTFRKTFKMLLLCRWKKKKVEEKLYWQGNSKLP
# CHRM5 agonist = agonists of human muscarinic M5 receptor (CHRM5); P08912; CHO-K1 hM5 cells, Fluo-8 calcium fluorescence; 0% DMSO wells, 100% maximal acetylcholine response; activation, % at 3 µM; 360,000 tested, 0.19% active; AID 624037;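 active means activation above the run's mean over test compounds plus 3 SD, cut at about 23% in these data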;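 further: signal is peak over basal fluorescence ratio across the kinetic read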
# M5 PAM = positive allosteric modulators of human muscarinic M5 receptor. P08912. CHO-K1 hM5, Fluo-8 calcium, ACh EC20 PAM; 0% = ACh EC20, 100% = ACh EC100. AID 624038. 360,000 tested, 0.3% active. activation, % at 3 µM;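 active means activation above the run cutoff, the mean activation of all test compounds plus 3 SD, cut at about 18% in these data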
#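 System: CHO-K1 hM5 cells. Reagent: acetylcholine, EC20 level. Compound dosing: single dose, 3 µM nominal final test concentration. Timing: Post-acetylcholine fluorescence recording 140 s. Detection: Fluo-8 calcium fluorescence. Read-out: % activation, ACh-normalized. Benchmarks: ACh EC20 and EC100 wells. Repeats: singlicate, one well per test compound.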
# M1 ag = agonists of human M1 muscarinic receptor; P11229; CHO-K1 hM1, Fluo-8 calcium fluorescence, agonist mode; 0% DMSO, 100% acetylcholine EC100; activation, % at 3 µM; 360,000 tested, 0.33% active; AID 588814;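 active means activation above the run's mean compound activation plus 3 SD, cut at about 16% in these data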;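 further: peak over basal fluorescence ratio within a 140 s kinetic read after compound addition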
# M1 antag = human CHRM1 antagonism; P11229; CHO-K1 hM1, Fluo-8 calcium fluorescence, ACh EC80 antagonist; inhibition, % at 3 µM; 360,000 tested, 1.3% active; AID 588852;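 active means percent inhibition above its own plate's cutoff, namely the mean of that plate's compound wells plus 3 SD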;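 further: peak over basal fluorescence ratio during 140 s after agonist addition; 0% = ACh EC80 plus DMSO and 100% = DMSO alone without agonist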
# CHRM1 PAM = potentiates human M1 receptor response to acetylcholine | P11229 | CHO-K1 hM1, Fluo-8 calcium fluorescence, ACh EC20; 0% = ACh EC20, 100% = maximal ACh | activation, % at 3 µM | 360,000 tested, 0.088% active; in the data active means activation above about 19%, passing the limit was not always enough
# TAAR1 ag = human TAAR1 agonism; CHO RD-HGA16 TAAR1, Fluo-8 calcium fluorescence; vehicle wells 0%, saturating PEA agonist 100%; 360,000 tested, 0.99% active; activation, % at 3 µM; AID 624467; Q96RJ0;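 active means activation above the mean activation of all test compounds in the run plus 3 SD, cut at about 38% in these data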
#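 System: CHO RD-HGA16 cells carrying human TAAR1 plus Gα16; Incubation: 17-24 h seeding, 75 min 37 °C dye, 30 min RT; Measured by: Fluo-8 fluorescence, 5 s baseline then 140 s kinetic read; Control set: DMSO and PEA EC100; Replication: single well for each compound.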
# The depositor's hits bear a star; nt = not tested or not shown. An excerpt; rates above refer to the full screens.
Molecule | CHRM5 agonist | M5 PAM | CHRM4 antagonist | CHRM4 agonist | M1 ag | CHRM1 PAM | CHRM5 antagonist | TAAR1 ag | M1 antag
CCCOc1ccc(-c2cc(C(F)(F)F)c(C#N)c(SCC(=O)O)n2)cc1 | -1 | 0 | -10 | 0 | -2 | 5 | -8 | 0 | -7
Cc1ccc(OCC(=O)Nc2ccc(N3CCN(S(C)(=O)=O)CC3)cc2)cc1 | 1 | -2 | -13 | 0 | -1 | 9 | 1 | 4 | 3
COc1cc(NC(=O)CSc2ccccc2)c(C(=O)O)cc1OC | -4 | 4 | -7 | 0 | -8 | 10 | 1 | 1 | -8
CCc1cc(=O)oc2cc(O[C@@H]3O[C@H](CO)[C@@H](O)[C@H](O)[C@H]3O)c(Cl)cc12 | -1 | -5 | 3 | 4 | -5 | 5 | 5 | -1 | -7
O=C(Nc1ccncc1)Nc1ccncc1 | -3 | 6 | -9 | 0 | -4 | 11 | 2 | 2 | -11
COc1ccc(-n2cc(CNCCCn3ccnc3)c(-c3cccc(F)c3)n2)cc1 | -4 | 4 | 0 | 5 | -7 | 14 | -2 | 7 | -11
COc1cccc(-c2cc(C(=O)Nc3ccccc3)c3ccccc3n2)c1 | 0 | -12 | 13 | 6 | -1 | 6 | 10 | 4 | 0
COCCn1cc(C(=O)N2CCC(C)CC2)c2c3ccccc3n(C)c2c1=O | 1 | -8 | 6 | 7 | -4 | 5 | 12 | 11 | -10
CCOC(=O)C1(CCOc2ccccc2)CCN(C(=O)c2ccc(-n3cccn3)cc2)CC1 | 0 | -8 | 6 | 9 | -8 | -14 | 3 | 6 | 4
CN(CC(=O)Nc1cccc(F)c1)C(=O)CCCNC(=O)c1ccc(Cl)cc1 | 4 | 0 | -1 | 1 | -2 | 12 | 1 | 7 | -12
Cc1cc(C)n(CC(O)COc2ccc(C(C)(C)C)cc2)n1 (centres undefined) | -5 | -3 | 3 | 2 | -2 | 2 | 8 | 3 | -3
CNC(=O)NC(=O)C(c1ccccc1)N(C)CC1COc2ccccc2O1 (centres undefined) | -3 | 2 | 2 | 0 | -3 | 9 | -1 | 0 | -9
OCCNc1nc2ccc(Cl)cc2[nH]1 | 1 | -3 | -5 | 1 | -3 | -1 | 3 | nt | -6
COc1cccc(-c2nc(C(=O)NCC3CCCO3)cc3c2[nH]c2ccccc23)c1 (centres undefined) | 0 | -15 | 6 | 17 | -6 | -12 | 15 | 1 | 5
CCCNC(=O)c1c(O)c2c([nH]c1=O)CCCC2 | -3 | -3 | -1 | 1 | -3 | 4 | -6 | 0 | -9
Cc1ccc(NC(=O)/C(=C/c2cccs2)NC(=O)c2ccco2)cc1 | -2 | -5 | -7 | 1 | -8 | 8 | 0 | 2 | -19
O=C(Nc1ccc(Cl)c(Cl)c1)c1ccc(Cn2c(=O)[nH]c3ccsc3c2=O)cc1 | 2 | -3 | -4 | 2 | 0 | 4 | 3 | 10 | 0
Cn1cc(C(CO)Cc2ccccc2)c2ccccc21 (centres undefined) | -3 | 0 | 0 | 1 | -7 | 7 | 14 | 6 | 0
O/N=C/C1=C(Cl)c2ccccc2CC1 | -8 | 10 | -4 | 0 | -4 | 8 | 5 | -1 | -8
CCCCn1c(SCC(=O)Nc2ccc3c(c2)CCC3)nc2ccccc2c1=O | 2 | 2 | -5 | 2 | -3 | 4 | -13 | 3 | 4
O=C(NCc1ccccc1)C(=O)NCC1OCCN1S(=O)(=O)c1ccc(Br)cc1 (centres undefined) | 0 | -1 | -2 | 8 | 0 | 2 | 3 | 5 | 3
CN1C(C(=O)Nc2cccc(O)c2)=CC(c2cccs2)=NS1(=O)=O | 3 | -5 | -9 | 4 | -1 | 1 | 2 | 5 | -3
CC(C)Cn1cnc2c(Sc3c([N+](=O)[O-])ncn3C)nc(N)nc21 | 3 | 2 | -4 | 2 | -4 | 0 | 3 | 2 | 6
CC1CN(C(=O)COC(=O)Cc2c(F)cccc2Cl)CC(C)O1 (centres undefined) | 1 | 3 | -2 | 2 | 12 | 6 | 9 | 9 | 18
Cc1cc2nc(-c3ccc(SCC(=O)N4CCN(C(=O)c5ccco5)CC4)nc3)[nH]c2cc1C | 0 | -18 | 11 | 12 | -3 | -10 | 9 | 9 | 16

# Entries listed so far with an aryl thioether with sulfur outside any ring:
Molecule | CHRM5 agonist | M5 PAM | CHRM4 antagonist | CHRM4 agonist | M1 ag | CHRM1 PAM | CHRM5 antagonist | TAAR1 ag | M1 antag
CCCOc1ccc(-c2cc(C(F)(F)F)c(C#N)c(SCC(=O)O)n2)cc1 | -1 | 0 | -10 | 0 | -2 | 5 | -8 | 0 | -7
COc1cc(NC(=O)CSc2ccccc2)c(C(=O)O)cc1OC | -4 | 4 | -7 | 0 | -8 | 10 | 1 | 1 | -8
CCCCn1c(SCC(=O)Nc2ccc3c(c2)CCC3)nc2ccccc2c1=O | 2 | 2 | -5 | 2 | -3 | 4 | -13 | 3 | 4
CC(C)Cn1cnc2c(Sc3c([N+](=O)[O-])ncn3C)nc(N)nc21 | 3 | 2 | -4 | 2 | -4 | 0 | 3 | 2 | 6
Cc1cc2nc(-c3ccc(SCC(=O)N4CCN(C(=O)c5ccco5)CC4)nc3)[nH]c2cc1C | 0 | -18 | 11 | 12 | -3 | -10 | 9 | 9 | 16

# Grouped by structure, those above with a furan ring, fused or not (2)
Molecule | CHRM5 agonist | M5 PAM | CHRM4 antagonist | CHRM4 agonist | M1 ag | CHRM1 PAM | CHRM5 antagonist | TAAR1 ag | M1 antag
Cc1ccc(NC(=O)/C(=C/c2cccs2)NC(=O)c2ccco2)cc1 | -2 | -5 | -7 | 1 | -8 | 8 | 0 | 2 | -19
Cc1cc2nc(-c3ccc(SCC(=O)N4CCN(C(=O)c5ccco5)CC4)nc3)[nH]c2cc1C | 0 | -18 | 11 | 12 | -3 | -10 | 9 | 9 | 16

# Later entries:
Molecule | CHRM5 agonist | M5 PAM | CHRM4 antagonist | CHRM4 agonist | M1 ag | CHRM1 PAM | CHRM5 antagonist | TAAR1 ag | M1 antag
Cc1nc2ccccc2c2oc(C(=O)NCc3ccc4c(c3)OCO4)cc12 | 5 | -12 | -9 | 13 | -2 | -5 | 3 | 0 | -6
Nc1c2c(nc3ccccc13)N(c1ccccc1)CC2 | -7 | -5 | 2 | 1 | -5 | -2 | -15 | 1 | 4
Cc1cccc(CN2CCN(C3CN(Cc4ccc([N+](=O)[O-])cc4)S(=O)(=O)C3)CC2)c1 (centres undefined) | 1 | -6 | -1 | 13 | -8 | -7 | -2 | 5 | 8
O=C(NCCc1ccc(F)cc1)C1CCN(C(=O)Nc2ccccc2)CC1 | 0 | 4 | -3 | 0 | -7 | 10 | 2 | 2 | -5
Cc1c(NC(=O)C(C)OC(=O)COc2cccc3c2OC(C)(C)C3)c(=O)n(-c2ccccc2)n1C (centres undefined) | -5 | -3 | -5 | 0 | -4 | 3 | -1 | 5 | 0
COc1ccc2nc(SCC(=O)Nc3ccccc3C)[nH]c2c1 | -2 | -1 | -8 | 2 | -2 | -5 | -7 | 3 | 12
Nn1c(Cc2ccccc2F)nnc1SCCOc1ccc(Cl)cc1 | -3 | -4 | -10 | 4 | -9 | 8 | 8 | 0 | -3
CC(C)OC(=S)N/C(=N\S(=O)(=O)c1ccccc1)c1ccccc1 | 0 | 3 | 3 | 1 | -4 | 5 | 1 | -1 | -4
CCN(CC)S(=O)(=O)c1ccc(C(=O)OCCN2C(=O)CCC2=O)cc1 | 1 | -1 | 2 | 0 | -4 | 2 | 0 | 1 | -15
COC(=O)[C@@]12C[C@@H](CC(=O)N3CCCCC3)C(=O)N(CCc3ccc(OC)c(OC)c3)C1=CCC(C)(C)C2 | 0 | -4 | 2 | 6 | nt | nt | 6 | 2 | nt
CC(C)(C)OC(=O)N/N=C/c1ccc(C(=O)O)cc1 | -3 | 9 | 3 | 1 | -4 | 1 | -8 | 3 | -10
COc1ccc(-c2ccc3nnc(SCC(=O)Nc4ccc(NC(C)=O)cc4)n3n2)cc1 | -3 | 4 | -10 | 0 | 2 | 15 | 0 | 0 | 1
Cn1c(CNC(=O)OC(C)(C)C)nnc1SCc1c(Cl)cccc1Cl | 2 | -3 | 3 | 3 | -3 | -1 | 12 | 2 | 6
Cc1c(C)c2ccc(O)c(CN3CCCC3)c2oc1=O | -4 | 4 | 1 | 0 | -6 | 0 | 2 | 1 | 3
O=C(CN(C(=O)CCC(=O)Nc1ccccn1)c1ccc(F)cc1)NCc1ccc(F)cc1 | -3 | -3 | -21 | 1 | -3 | 4 | 2 | 0 | -11
CCN(CC)S(=O)(=O)c1ccc(N2CCOCC2)c(NC(=S)NC(=O)c2ccco2)c1 | 0 | -3 | -4 | 1 | -3 | 9 | 5 | 0 | -11
CSc1nncc(/C(C)=N/O)n1 | 0 | 3 | 12 | 0 | -1 | 6 | -2 | 1 | 4
O=C(CC1SC(N2CCCCC2)=NC1=O)Nc1cccc(C(F)(F)F)c1 (centres undefined) | -1 | -1 | -8 | 1 | 1 | 7 | -1 | 15 | -4
CCOCCCn1c(SCC(=O)Nc2ccc3[nH]c(=O)[nH]c3c2)nc2ccccc2c1=O | 5 | -6 | -8 | 0 | -1 | -3 | 6 | 1 | -5
CN(C)c1ncnc2c1ncn2[C@H]1CN(Cc2cccnc2)C[C@@H](CO)O1 | -1 | 3 | -8 | 1 | 0 | 12 | -9 | 0 | -15
N#Cc1ccc(/C=N/NC(=S)Nc2ccc(S(=O)(=O)N3CCOCC3)cc2)cc1 | -5 | -9 | 0 | 6 | -5 | 4 | 4 | -2 | -21
CCc1ccc(N(CC(=O)NC2CCCC2)C(=O)CCC(=O)Nc2ccccn2)cc1 | -3 | 3 | -14 | 3 | -5 | 6 | 10 | -3 | 2
c1ccc2ncc(-n3ccnc3)cc2c1 | 1 | -3 | 5 | 1 | -3 | 1 | 5 | 0 | 10
